BRCA1 expr act = qHTS Assay to Identify Small Molecule Activators of BRCA1 Expression. MCF7-BRCA1-FFLuc reporter, luminescence, 48 h; response scale: scaled: vehicle 0%, 10 µM genistein 100%. Potency, µM (top dose mostly 46.1 µM), without a hit: at the highest dose activation, most hits filed as activators. actives 1.1% (n = 380,000). AID 624202, 2012; also: nearly all actives have a fitted effect of over 80% in size; some results filed as inactive show a strong effect at the top dose
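Quantitative HTS in MCF7 cells stably reporting BRCA1 expression via firefly luciferase. Compound treatment lasts 48 h at 37 °C in phenol-red free MEM. Activation is expressed relative to genistein at 10 microM and DMSO.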
p53 reactivation = qHTS assay for re-activators of p53 using a Luc reporter; H1299 p53-A138V BP100-luciferase reporter, luminescence, 24 h; Potency, µM (doses to about 92.2 µM), without a hit: at the top dose activity change, positive = activation, usual class: activators; actives 0.063% (n = 320,000); AID 504706, 2011; also: % of control where 0% means no effect; nearly all actives have a fitted effect of over 45% in size
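H1299 (p53-null), stable ts p53-A138V + BP100-Luc; 1000 cells/well, Opti-MEM/10% FBS; cpd 4 pt, 1:5; 24 h, 37 deg C, 5% CO2; detection reagent 10 min RT; luminescence.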
uPA generation = qHTS for Inhibitors of Cell Surface uPA Generation. cell surface uPA generation assay, qHTS. Potency, µM (series often up to 38.3 µM), inactives show at the highest dose activity change, negative = inhibition, most hits filed as inhibitors. actives 0.31% (n = 330,000). AID 540303, 2011; active = well fitted inhibition curve with a large enough effect; inconclusive = small, poorly fitted or top-dose-only effect; inactive = no such curve, though single readings can be large or run the other way; tested in mouse RAW 264.7 cells; also: % is scaled to controls: 0 for no effect and ±100 for the full control effect; nearly all actives have a fitted effect of over 55% in size
VP16 counter = VP16 counterscreen qHTS for inhibitors of ROR gamma transcriptional activity; Drosophila S2 Gal4-VP16 UAS-luciferase, luminescence, 20 h; Potency, µM (highest dose often 53.6 µM), for inactives: top-dose activity, negative = inhibition, hits mostly inhibitors; actives 3.5% (n = 310,000);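 also: Gal4-VP16 expression switched on by copper sulfate through the metallothionein promoter; % is scaled to controls: 0 for no effect and ±100 for the full control effect; nearly all actives have a fitted effect of over 50% in size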
FLuc modulator = qHTS profiling assay for firefly luciferase inhibitor/activator using purifed enzyme and Km concentrations of substrates (counterscreen for miR-21 project); Potency, µM (top dose mostly 57.5 µM), for the others: at the highest dose activity change, negative = inhibition, actives largely listed as inhibitors; actives 6.9% (n = 360,000); Luciferin 4-monooxygenase (Photinus pyralis), P08659; purified FLuc, Km substrates, luminescence inhibition;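 also: plate controls were vehicle for no effect and reference inhibitor for full effect; nearly all actives have a fitted effect of over 55% in size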
Target sequence (P08659 whole entry, looked up): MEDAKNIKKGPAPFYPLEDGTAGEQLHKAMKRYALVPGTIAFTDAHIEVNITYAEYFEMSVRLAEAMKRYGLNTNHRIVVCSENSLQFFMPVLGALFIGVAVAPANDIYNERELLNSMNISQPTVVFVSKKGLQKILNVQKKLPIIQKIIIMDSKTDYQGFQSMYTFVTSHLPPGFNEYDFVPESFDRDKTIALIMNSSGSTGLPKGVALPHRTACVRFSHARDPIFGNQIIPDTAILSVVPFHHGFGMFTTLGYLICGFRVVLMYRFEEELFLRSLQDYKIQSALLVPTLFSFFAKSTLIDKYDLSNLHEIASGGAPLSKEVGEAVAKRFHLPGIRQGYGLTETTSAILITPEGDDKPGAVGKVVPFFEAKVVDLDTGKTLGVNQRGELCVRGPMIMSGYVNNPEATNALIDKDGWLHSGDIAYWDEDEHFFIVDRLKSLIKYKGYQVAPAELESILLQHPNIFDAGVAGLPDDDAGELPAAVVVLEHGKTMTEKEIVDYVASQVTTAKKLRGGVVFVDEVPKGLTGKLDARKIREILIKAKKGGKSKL
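Biochemical qHTS of compounds, final roughly 60 µM downward over six points, against 10 nM purified firefly luciferase using Km concentrations of substrates (10 uM D-luciferin, 10 uM ATP) in Tris acetate pH 7.5 buffer; luminescence output.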
RORgamma inh = qHTS for inhibitors of ROR gamma transcriptional activity. Nuclear receptor ROR-gamma (Mus musculus), P51450. Drosophila S2 Gal4-RORgamma UAS-luciferase reporter, 20 h. Potency, µM (doses to about 53.6 µM), without a hit: at the highest dose activity change, negative = inhibition, hits mostly inhibitors. actives 5.4% (n = 310,000). AID 2551, 2010; also: % is scaled to controls: 0 for no effect and ±100 for the full control effect; nearly all actives have a fitted effect of over 60% in size
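Read-out: Photinus luciferase luminescence; inhibitors lower reporter signal. Insect Schneider cells with Gal4-ROR gamma fusion under metallothionein promoter, UAS reporter; 700 uM final copper sulfate induction, 20 hr, ambient temperature.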
ELG1 genotox = qHTS screen for small molecules that induce genotoxicity in human embryonic kidney (HEK293T) cells expressing luciferase-tagged ELG1; HEK293T ELG1-luciferase reporter, luminescence, 16 h; Potency, µM (titrated, usually from 46 µM), inactives show at the highest dose activity change, positive = activation, hits mostly activators; actives 1.3% (n = 330,000); also: % of control where 0% means no effect; nearly all actives have a fitted effect of over 60% in size
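Step 1: seed 2,000 HEK293T ELG1-luciferase cells per well. Step 2: add compound or DMSO, incubate 16 hr at 37 °C. Step 3: ONE-Glo, 30 min at room temperature, read luminescence.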
Rab9 prom act = qHTS Assay for Rab9 Promoter Activators. Potency, µM (top dose mostly 9.22 µM), for the others: top-dose activation, negative = inhibition, most hits filed as activators. Huh7 Rab9 promoter-luciferase reporter, luminescence, 24 h. actives 2.8% (n = 320,000); also: % of control where 0% means no effect; nearly all actives have a fitted effect of over 60% in size
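Rab9 promoter-driven luciferase in stably transfected Huh7 cells; 1500 cells/well rested 2 h, exposed to compound in DMSO for 24 h at 37 °C, 5% CO2. Luminescence read 10 min after adding luciferase reagent at ambient temperature.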
NPC1 prom act = qHTS Assay for NPC1 Promoter Activators; Potency, µM (titrated, usually from 9.22 µM), for inactives: top-dose activation, usual class: activators; actives 2.4% (n = 320,000); Huh7 NPC1 promoter luciferase reporter, 24 h;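 also: % of control where 0% means no effect; nearly all actives have a fitted effect of over 60% in size; reporter is driven by a mutant NPC1 promoter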
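Luminescence read-out of NPC1 promoter-driven luciferase in stably transfected Huh7 cells; compounds delivered in DMSO and left 24 h at 37C, 5% CO2, qHTS titration format.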
MBNL1-CUG inh = qHTS Assay for Inhibitors of MBNL1-poly(CUG) RNA binding. actives 0.036% (n = 280,000). TR-FRET MBNL1-His/biotin-(CUG)12 binding, 665/545 ratio. Potency, µM (highest dose often 57.5 µM), for inactives: at the highest dose activity change, negative = inhibition, usual class: inhibitors. Muscleblind-like protein 1 (Homo sapiens), Q9NR56; active = well fitted inhibition curve with a large enough effect in the signal ratio, with a control signal flat, not every such curve was filed as active; inconclusive = small, poorly fitted or top-dose-only effect, or effect the other way, or a change in a side signal; inactive = no such curve, though single readings can be large or run the other way; the % refers to the signal ratio; also: % is scaled to controls: 0 for no effect and ±100 for the full control effect
Target sequence (Q9NR56 whole entry, looked up): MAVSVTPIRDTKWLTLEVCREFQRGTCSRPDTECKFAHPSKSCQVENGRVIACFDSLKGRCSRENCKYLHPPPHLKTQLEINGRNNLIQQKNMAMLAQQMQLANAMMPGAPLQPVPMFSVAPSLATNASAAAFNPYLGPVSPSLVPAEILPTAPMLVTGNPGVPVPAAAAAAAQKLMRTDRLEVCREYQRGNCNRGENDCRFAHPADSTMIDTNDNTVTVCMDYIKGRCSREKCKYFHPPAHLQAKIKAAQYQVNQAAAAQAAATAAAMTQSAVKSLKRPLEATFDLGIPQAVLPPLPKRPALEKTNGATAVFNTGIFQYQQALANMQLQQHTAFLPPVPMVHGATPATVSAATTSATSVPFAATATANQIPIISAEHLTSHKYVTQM
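Compounds (final 92 nM to 58 uM) are added to His-tagged MBNL1 and biotin-(CUG)12, then terbium anti-His antibody and streptavidin-XL665 (5 nM final). After 60 min at room temperature, the 665/545 nm ratio is read.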
An asterisk follows results filed as active; ? = inconclusive; / = not tested or not shown; & = joins results of further samples; [ ] = another dose, or the depositor's remark. Unless noted, calls follow the shape of the dose curve; as a rule, active = well fitted curve in the direction sought with a large enough effect; inconclusive = small, poorly fitted or top-dose-only effect, or another doubt; inactive = no such curve, though single readings can be large; an effect the other way counts as inactive or inconclusive. Potency is read from the fitted curve at half-maximal effect.

Below each SMILES: BRCA1 expr act	p53 reactivation	uPA generation	VP16 counter	FLuc modulator	RORgamma inh	ELG1 genotox	Rab9 prom act	NPC1 prom act	MBNL1-CUG inh
1: Cc1cccc(N(C)C(=O)c2cc(S(=O)(=O)N3CCCC3)cn2C)c1
  2%	/	0%	-2%	11%&-8%	-5%	-1%	9%	1%	-1%
2: O=[N+]([O-])c1ccc(Cl)c(S(=O)(=O)NCC2CCCO2)c1 (stereo unspecified)
  -10%	6%	-8%	3%	1%	-27%	-2%	-1%	-2%	/
3: CCOc1ccccc1NC(=S)NCCc1ccc(F)cc1
  -7%	-3%	-16%	10µM*	0%	1.6µM*	-5%	-9%	1%	-1%
4: CC(C)(C)c1ccc(NC(=O)CN2C(=O)NC(C)(C3CC3)C2=O)cc1 (stereo unspecified)
  -3%	-12%	-3%	/	/	/	2%	-3%	-3%	/
5: N#Cc1ccccc1NC(=O)COC(=O)c1ccc(F)cc1F
  -18%	3%	1%	-3%	3%	-5%	4%	1%	2%	-5%
6: O=C(CCC1CCCN(C(=O)c2ccoc2)C1)NCc1ccccc1F (stereo unspecified)
  10%	6%	-1%	6%	1%	?	2%	-7%	-2%	-6%
7: O=C(Nc1ccccc1F)c1cc(S(=O)(=O)N2CCOCC2)cs1
  -11%	-8%	-2%	18%	0%	40%	-1%	-4%	-9%	-7%
8: CNC(=O)NC(=O)C(C)OC(=O)CCCc1nc2ccccc2s1 (stereo unspecified)
  10%	-1%	2%	-23%	-5%	-34%	3%	13%	-3%	-1%
9: O=C1CC(c2cccc(Oc3ccccc3)c2)NC(=O)N1 (stereo unspecified)
  -9%	-3%	-1%	8%	6%	23%	0%	-1%	7%	-3%
10: CCS(=O)CC(=O)Nc1c(-c2ccccc2)oc2ccccc2c1=O (stereo unspecified)
  -3%	-2%	1%	3%	-4%	-5%	4%	-5%	-1%	-7%
11: Cc1cc2oc3c(c(=O)c2cc1C)C(c1ccc(F)cc1)N(CCCN1CCOCC1)C3=O (stereo unspecified)
  3%	-9%	5%	-13%	1%	?	1%	-1%	-14%	29%
12: COc1cc(/C=N\NC(=O)CNC(=O)C2COc3ccccc3O2)ccc1O (stereo unspecified)
  25%	-4%	1%	3%	-2%	3%	0%	-5%	-3%	/
13: COc1ccc(C/C(C)=N/NC(=O)c2cc(C)oc2C)cc1
  -29%	8%	1%	-7%	-12%	?	2%	-2%	0%	7%
14: Cc1cc(C)c2oc(-c3ccc(C)c(NC(=S)NC(=O)/C=C/c4ccco4)c3)nc2c1
  -56%	7%	4%	1.4µM*	?	0.25µM*	0%	9%	3%	-1%
15: CCOc1ccc(/C=C2\SC(=S)N(NS(=O)(=O)c3ccccc3)C2=O)cc1OC
  -5%	3%	5%	-18%	-16%	4%	3%	2%	0%	9%
16: Cc1cccc(Nc2c([N+](=O)[O-])ccc3nonc23)c1
  -5%	9%	4%	4%	0%	13%	5%	-2%	-8%	19%
17: CC1=CCC[C@H]2[C@H](C1)C(=O)C[C@@H](C)[C@]2(C)CC/C(=C/CO)CO
  7%	4%	-11%	/	/	/	1%	/	/	/
18: O=C(C[C@@H]1C/C=C\CCC(=O)OC[C@@H]2CCCN2C1=O)N[C@@H](CO)Cc1ccccc1
  2%	2%	10%	/	/	/	2%	/	/	/
19: CC1CN(C(=O)c2cnn3c(C(F)F)cc(-c4ccccc4)nc23)CC(C)O1 (stereo unspecified)
  -2%[1.84 µM]	2%	-6%	-3%	2%	10%	-2%	-5%	0%	8%
20: C=C(C)c1cccc(C(C)(C)NC(=O)NC(c2ccccc2)c2ccc(OC)cc2)c1 (stereo unspecified)
  -39%	-4%	1%	-12%	0%	14%	-2%	-4%	-3%	/
21: CCC(=O)NCCc1cc2cc(C)c(C)cc2[nH]c1=O
  -19%	-3%	-3%	-1%	-1%	-8%	4%	-5%	9%	0%
22: Cc1cc(=S)cc(C)n1CCCn1ccnc1
  -19%	4%	2%	-7%	1%	-41%	0%	3%	-2%	0%
23: COC(=O)C(=C/C=C/c1ccco1)C(=O)OC
  -27%	4%	?	-3%	?	-12%	1%	-4%	12%	11%
24: Cc1cc(C)c(C)c(OCC(=O)O/N=C(\N)c2ccncc2)c1
  -10%	3%	1%	-17%	0%	3%	-5%	-1%	0%	4%
25: COc1ccc(OC)c(NC(=O)c2cc(-c3cc(C)c(C)cc3O)n[nH]2)c1
  -63%	0%	0%	-14%	-1%	-36%	12%	12%	16%	4%
26: COc1cc(/C=C2/SC(=Nc3ccc(O)cc3)NC2=O)ccc1O
  -46%	15%	-15%	-11%	?	-17%	?	-22%	-15%	?
27: O=C(NCc1ccco1)C(c1ccco1)N(CCc1ccccc1)C(=O)Cn1nnc2ccccc21 (stereo unspecified)
  -27%	-2%	2%	-3%	-1%	19%	-5%	5%	15%	6%
28: C=CCOc1ccc2c(c1)c(=O)cc(C(=O)O)n2CC
  -2%	0%	8%	1%	-2%	-16%	1%	-3%	1%	-12%
29: CC(C)(C)c1[nH]nc2c1C(c1ccco1)C(C#N)=C(N)O2 (stereo unspecified)
  -11%	4%	-3%	-1%	-2%	28%	1%	-6%	0%	-4%
30: COc1ccc(OCCC(=O)Nc2cc(C)on2)cc1
  4%	1%	2%	3%	4%	15%	0%	-7%	3%	1%
31: O=C(CSc1nc(C(F)(F)F)cc(=O)[nH]1)N1CCCCCC1
  -13%	0%	1%	/	1%	/	-9%	-2%	-3%	/
32: Cc1c(CN2CCCC(C(=O)Nc3cccc(-n4cccn4)c3)C2)cnn1C (stereo unspecified)
  -18%	11%	7.9µM*	5%	0%	-6%	0%	0%	-18%	1%
33: C/C(=N\NC(=O)c1ccncc1)c1cccnc1
  -18%	5%	4%	-9%	-1%	-1%	1%	-7%	-8%	6%
34: COc1cccc(CNC(=O)CCCn2nc(C)c3c(C)n(-c4ccccc4)nc3c2=O)c1
  3%	0%	0%	-6%	3%	15%	-1%	0%	0%	2%
35: Cc1ccc(C)c(N(C(=O)Cn2nnc(-c3cccs3)n2)C(C(=O)NC2CCCC2)c2ccncc2)c1 (stereo unspecified)
  -5%	4%	2%	-5%	2%	-2%	0%	6%	0%	-3%
36: Cc1ccc(C(=O)Nc2ccccc2N2CCCCC2)cc1
  -30%	?	4%	-1%	-6%	-1%	-6%	-6%	-1%	15%
37: COC(=O)CSc1nc2c(c(-c3ccc(O)cc3)c1C#N)CCCC2
  11%	-5%	-2%	-1%[10 µM]	-2%	-22%	0%	-1%	-2%	0%
38: COc1ccc(C2=CC(=O)CC(C)(C)C2)cc1
  81%	17%	-1%	/	-22%	/	7%	17%	1%	/
39: CCCc1cc(=O)oc2cc(C)cc(OCC(=O)N3CCC(C(N)=O)CC3)c12
  3%	/	2%	-1%	3%	-19%	1%	-1%	-6%	-7%
40: O=c1[nH]c(SCc2nc3ccccc3c(=O)n2-c2ccccc2C(F)(F)F)nc2ccccc12
  -38%	-5%	1%	8%	2%	-3%	-2%	-7%	1%	/
41: COCCn1c(-c2ccc(-c3ccccc3Cl)o2)nc2c1c(=O)[nH]c(=O)n2CC(C)C
  -28%	-5%	6%	-1%	-18%	26%	4%	8%	-4%	3%
42: O=C(N/N=C/c1ccc(C(=O)O)cc1)C(=O)N1CCCCCC1
  3%	21%	0%	0%	2%	-8%	1%	6%	-2%	18%
43: NS(=O)(=O)c1ccc(-c2ccc(/C=C3\C(=O)Nc4ccccc43)o2)cc1
  /	14%	/	-6%	1%	-12%	-2%	-2%	2%	?
44: Cc1ccc(O)c(C2=Nc3ccccc3C2(C)C)c1
  69%	?	-13%	-6%	12µM*	13%	?	?	29%	0%
45: C/C(=N\NC(N)=S)c1ccc2c(c1)OCCO2
  61%	14%	-2%	?	?	5µM*	13%	-3%	14%	7%

uPA generation, hit marks shown above
nr	SMILES	BRCA1 expr act	p53 reactivation	uPA generation	Rab9 prom act	NPC1 prom act	MBNL1-CUG inh
32	Cc1c(CN2CCCC(C(=O)Nc3cccc(-n4cccn4)c3)C2)cnn1C (stereo unspecified)	-18%	11%	7.9µM*	0%	-18%	1%
